From PubChem BioAssay
FBA Mtb inh: Mtb fructose-bisphosphate aldolase inhibition; inhibition, % at 1 µM; 2.3% of 360,000 active; purified M. tuberculosis FBA, fluorescence read-out; in the data active means inhibition above about 27%;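 further: 0% = vehicle and 100% = reference inhibitor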
GDH-TPI counter: GDH-TPI coupled enzyme inhibition counter-screen; GDH-TPI coupled enzyme counterscreen, NADH absorbance; inhibition, % at 4.8 µM; 1.2% of 360,000 active; AID 588335;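 further: 0% = DMSO wells and 100% = wells lacking the enzyme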
Rv3671c protease: Rv3671c (M. tuberculosis) protease inhibition; P9WHR9; inhibition, % at 5.96 µM; 0.048% of 320,000 active; AID 2606; in the data active means inhibition above about 38%;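 further: extracellular domain of Rv3671c used as enzyme; 0% = enzyme with DMSO and 100% = no enzyme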
Target sequence (P9WHR9 whole entry, looked up, the tested form may be a part): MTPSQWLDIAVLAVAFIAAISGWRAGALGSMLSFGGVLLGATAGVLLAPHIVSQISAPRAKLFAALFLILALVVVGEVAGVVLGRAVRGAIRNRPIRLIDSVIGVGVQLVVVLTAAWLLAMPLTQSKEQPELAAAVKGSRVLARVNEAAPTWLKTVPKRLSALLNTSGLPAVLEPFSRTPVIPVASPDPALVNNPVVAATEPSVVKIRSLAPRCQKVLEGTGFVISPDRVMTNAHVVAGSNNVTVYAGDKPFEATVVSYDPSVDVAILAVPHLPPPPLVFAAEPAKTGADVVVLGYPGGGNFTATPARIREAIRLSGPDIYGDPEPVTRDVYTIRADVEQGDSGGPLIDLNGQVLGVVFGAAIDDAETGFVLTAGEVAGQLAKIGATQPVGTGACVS
UGM FP inh: Mtb UDP-galactopyranose mutase inhibition. inhibition, % at 10 µM. 0.06% of 320,000 active. purified UGM, fluorescence polarization probe displacement. P9WIQ1; in the data active means inhibition above about 10%, passing the limit was not always enough; inconclusive means no clear call, values can overlap the other calls
Target sequence (P9WIQ1 whole entry, looked up): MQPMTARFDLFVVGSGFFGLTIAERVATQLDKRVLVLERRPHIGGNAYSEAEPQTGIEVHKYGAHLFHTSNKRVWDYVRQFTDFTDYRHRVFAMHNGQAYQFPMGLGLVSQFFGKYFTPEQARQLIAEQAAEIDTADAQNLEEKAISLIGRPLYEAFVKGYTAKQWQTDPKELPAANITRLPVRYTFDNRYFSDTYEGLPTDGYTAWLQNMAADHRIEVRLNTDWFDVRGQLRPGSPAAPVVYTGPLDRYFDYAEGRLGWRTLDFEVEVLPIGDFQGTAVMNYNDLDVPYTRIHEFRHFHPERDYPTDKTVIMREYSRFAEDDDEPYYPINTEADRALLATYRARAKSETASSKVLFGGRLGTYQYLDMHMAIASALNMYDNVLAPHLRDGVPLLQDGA
MazEF act: MazEF (E. coli) toxin RNase activation | P0AE70 | FAM/BHQ RNA-DNA oligo cleavage fluorescence, 5 h | activation, % at 20 µM | 0.32% of 350,000 active | AID 504720; in the data active means activation above about 50%
BoNT-F LC inh: blocks Botulinum neurotoxin F light chain protease; Multiplex microsphere protease cleavage assay, flow cytometry; 0.22% of 360,000 active; inhibition, % at 10 µM; in the data active means inhibition above about 35%, passing the limit was not always enough; inconclusive means no clear call, values can overlap the other calls; further: plate controls were buffer without enzyme for full effect and enzyme alone for no effect
CCHFV vOTU inh: blocks the CCHF virus ovarian tumor domain protease. CCHFV vOTU protease, Pep-AMC fluorescence. inhibition, % at 11.5 µM. 0.55% of 370,000 active. AID 651958; further: 0% = vehicle wells with enzyme and 100% = no enzyme wells
VHR inh abs: blocks human VHR1 dual specificity phosphatase; 0.52% of 290,000 active; recombinant VHR phosphatase, pNPP absorbance; AID 1654; inhibition, % at 13.3 µM; P51452; in the data active means inhibition above about 50%; further: some compounds called inactive have numbers as strong as hits
Target sequence (P51452 whole entry, looked up): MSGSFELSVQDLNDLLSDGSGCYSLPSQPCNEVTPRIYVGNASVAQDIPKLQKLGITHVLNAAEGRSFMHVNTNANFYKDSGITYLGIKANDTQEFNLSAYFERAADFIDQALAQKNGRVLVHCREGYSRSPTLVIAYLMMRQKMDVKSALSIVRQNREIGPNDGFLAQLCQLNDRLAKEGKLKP
FadD28 binding: inhibitors of Mycobacterium tuberculosis FadD28 bisubstrate binding; FadD28 bisubstrate probe binding, fluorescence polarization; inhibition, % at 12.5 µM; 0.22% of 360,000 active; AID 588549; in the data active means inhibition above about 8.5%, passing the limit was not always enough; inconclusive means no clear call, values can overlap the other calls
BioA inh: BioA (M. tuberculosis) enzyme inhibition; AID 602481; purified M. tuberculosis BioA enzyme, plate reader; inhibition, % at 9.99 µM; 0.096% of 360,000 active; in the data active means inhibition above about 40%; inconclusive means no clear call, values can overlap the other calls
An asterisk follows results filed as active; ? = inconclusive; · = no result given. Unless noted, no stated cut-off is given here; in the data, active means inhibition above about 30%; inactive means the rest.

SMILES	FBA Mtb inh	GDH-TPI counter	Rv3671c protease	UGM FP inh	MazEF act	BoNT-F LC inh	CCHFV vOTU inh	VHR inh abs	FadD28 binding	BioA inh
CN1CCNC(=O)C1CC(=O)NCCC1=CCCCC1 (configuration not stated)	1	-5	1	-4.2	3	-4	7	22	-2.7	·
COc1ccc(NC(=O)CC23CC4CC(C2)CC(n2nnc(C)n2)(C4)C3)cc1	4	-10	2	1.2	8	-3	-10	0	-1.5	·
CN(C)c1ncnc2c1ncn2[C@H]1CN(Cc2ccncc2)C[C@@H](CO)O1	2	-4	·	·	·	-7	-4	·	-1.0	-0.4
O=C(O)C(=Cc1ccnc2ccccc12)C(=O)O	8	4	·	·	3	-2	-4	·	-4.5	-1.1
CSC(=Nc1ccc(Cl)cc1)N[n+]1ccccc1	-2	-3	1	0.5	11	1	-13	-2	-4.9	-0.7
NS(=O)(=O)c1ccc(NC(=S)NCc2ccc(Cl)cc2)cc1	3	-9	-3	-1.5	-10	-9	8	25	3.4	-0.3
CCOCC(=O)Nc1nnc(C)s1	-1	-7	-1	1.4	0	2	-3	15	-2.7	-1.7
COc1ccccc1NC(=O)C(=O)N/N=C(\C)CC(=O)Nc1ccccc1C(F)(F)F	0	23	-11	-3.4	15	-8	14	16	-0.9	-0.2
Cc1ccc(NC(=O)CN2CCN(Cc3ccccc3)CC2)c(Br)c1	-1	10	4	2.4	-2	?	-10	9	-1.8	2.3
O=C(CN1C(=O)NC2(CCCC2)C1=O)N1CCN(S(=O)(=O)c2ccc(Cl)c(C(F)(F)F)c2)CC1	-2	11	4	-1.1	6	1	6	·	-2.8	-0.3
COc1cc(C2C(C#N)=C(N)Oc3cc(O)ccc32)cc2c1OCO2 (configuration not stated)	6	4	6	1.8	10	4	10	7	0.1	2.5
O=C(/C=C/c1ccc(OCCCF)cc1)Nc1ccnc(-c2cccnc2)n1	-1	7	-34	3.7	-22	-2	-6	20	-4.4	0.7
Cc1cccc(C)c1OCc1cc(C(=O)N2CCC(C3CCCCC3)C2)no1 (configuration not stated)	1	-8	-3	0.3	-10	0	8	22	1.1	-2.0
Nc1nc(Cl)c(C=O)c(N2CCCCC2)n1	-2	12	-4	-1.0	3	3	-10	17	0.2	0.3
Cc1ccc(NC(=O)CNc2cccc(Br)c2)cc1S(=O)(=O)N1CCOCC1	-1	4	-5	-0.1	-5	-2	0	·	0.1	0.5
CCOC1=C2[C@@H](CN(S(=O)(=O)c3ccc(C)cc3)[C@H]2c2ccccc2F)[C@H]2C(=O)NC(=O)[C@H]2C1	-1	·	·	·	·	-10	1	·	-2.6	-0.8
COc1ccc2nc(COC(=O)c3cccc([N+](=O)[O-])c3)c(C(C)=O)[n+]([O-])c2c1	-1	-5	9	-0.6	-7	?	-8	13	-0.8	·
CC(C)CCn1nnnc1CN1CCN(c2ccccc2)CC1	1	-9	3	-2.0	0	-3	6	22	-2.4	3.8
O=C(NC1CCCC1)c1ccc(CSCc2ccccc2F)o1	1	-5	-5	2.4	-5	0	-10	2	-0.3	2.3
CCCS(=O)(=O)N1CCCC(C(=O)NCc2cccnc2)C1 (configuration not stated)	-1	-4	-3	-0.8	1	-1	0	24	-3.6	-0.8
CC(NC(=O)CS(=O)(=O)c1ccccc1)c1ccccc1 (configuration not stated)	0	1	-6	3.3	-4	-2	36*	12	-2.0	-2.7
N/C(=N\OC(=O)c1ccccc1Cl)c1ccncc1	-2	-2	-13	-0.6	-3	-1	-1	24	-2.6	·
Cc1ccccc1C(=O)Nc1nnc(S(=O)(=O)N(C)Cc2ccco2)s1	1	6	-1	-0.4	2	-2	12	-31	-0.7	-0.2
CN(C)c1nc(N)nc2c1ncn2C1OC(CO)CC1O (configuration not stated)	-1	·	·	·	·	6	-5	·	-1.4	2.9
Cc1ccc(NC(=S)N2CCCC(c3ccccc3)=N2)cc1	-4	13	4	-0.4	4	?	-2	27	-4.6	·
CC(C)Oc1ccc(C(=O)Nc2c3c(nn2C(C)(C)C)CS(=O)(=O)C3)cc1	0	13	4	0.2	3	6	12	-26	-3.7	-0.3
COC(=O)CN(C#N)c1nc(NC(C)C)nc(OC)n1	0	8	2	0.8	2	5	-11	9	-2.5	-0.3
O=C1N=NC(=O)N1c1ccccc1	-1	-6	-6	-1.7	8	-2	3	-2	0.8	0.2
Cc1noc(C)c1COc1ccccc1C(=O)N(C)CC(=O)Nc1ccc(Cl)c(Cl)c1	0	-6	-5	-0.5	-1	-4	17	·	-2.8	2.8
Cc1ccccc1NC(=O)NCc1cccnc1	2	-2	0	1.3	21	·	-3	·	-1.8	·
Cc1nn(C(C)C(=O)NC2CCCCCC2)c(=O)c2nn(-c3ccccc3)c(C)c12 (configuration not stated)	3	-2	5	0.2	6	11	12	18	-1.4	2.0
CC1(C)CC(N=c2cc(-c3ccccc3)oc3ccc(Cl)cc23)CC(C)(C)N1	1	15	·	·	-6	1	8	-7	-1.5	·
CCCOC(=O)Nc1nc2ccccc2o1	1	10	2	0.5	-7	3	-1	29	0.6	-0.4
O=C(NCCCN1CCOCC1)c1cc(S(=O)(=O)N2CCOCC2)ccc1Cl	-2	1	7	0.2	5	0	4	·	0.1	-0.7
N#Cc1nc(-c2cccs2)oc1NCCN1CCOCC1	195*	32*	1	-3.6	5	-2	-61	10	-1.3	3.2
CCOc1ccc(CCNC(=O)CN2CCN(Cc3ccc(F)cc3)C2=O)cc1OCC	-1	-3	3	0.8	1	-5	4	21	-2.3	·
CC(C)C1Oc2ccccc2N(CC(=O)N(Cc2ccncc2)Cc2ccco2)C1=O (configuration not stated)	2	4	1	0.1	0	-9	-2	22	-1.1	-1.6
COc1ccc(C(CCN(Cc2ccc(OC)c(OC)c2)C(C)=O)C(C)C)cc1 (configuration not stated)	3	-3	·	0.0	2	10	22	6	-2.7	3.9
Cc1ccc(NC(=O)C2CCCN2S(=O)(=O)c2ccc3c(c2)n(C)c(=O)c(=O)n3C)cc1 (configuration not stated)	1	12	-5	0.8	8	7	-7	17	-1.7	·
CC(C)Cc1cc(C(=O)N2CCCC(C(=O)c3cc(F)ccc3F)C2)no1 (configuration not stated)	1	8	-7	-0.5	3	5	12	-4	-3.1	0.7
O=c1oc2ccccc2c(NC2CCCCC2)c1NS(=O)(=O)c1ccc(Cl)cc1	7	-3	-11	-2.4	1	·	17	32	0.5	0.9
S=c1[nH]nc(CSCc2ccccc2Cl)n1C1CCCCC1	2	11	·	·	12	-7	0	14	-1.7	·
Cc1cc(S(=O)(=O)NCc2ccc3c(c2)OCO3)ccc1F	87*	7	-11	0.2	1	?	-9	19	-3.6	0.7
COc1ccc(-c2cc(=O)oc3cc(OCC(=O)NCCN4CCOCC4)ccc23)cc1	7	18	5	1.8	5	5	9	34	-1.9	1.2
Cc1ccc(C(O)c2ncc(-c3ccccc3C(F)(F)F)[nH]2)cc1F (configuration not stated)	2	-4	·	·	·	-1	9	·	-0.8	-1.3
O=C1c2cccc3cccc(c23)C(=O)N1/N=C/c1ccc(O)cc1O	-6	47*	10	1.4	31	-2	-1	-7	-2.8	-2.1
CCOC(=O)c1c(NC(=O)c2ccc(S(=O)(=O)N3CCOCC3)cc2)sc2c1CCN(C)C2	0	9	-8	-4.3	-916	1	4	10	0.9	-9.9
CC1CCCC(NC(=O)COC(=O)c2c[nH]c(=O)[nH]c2=O)C1C (configuration not stated)	0	-2	3	3.0	-11	0	-7	19	-1.3	-1.0
CC(C)(C)NC(=O)NCC1CCCC1NC(=O)NC(C)(C)C (configuration not stated)	0	0	-1	1.5	-26	12	-5	11	0.6	-0.6
CCCCn1nc(C(=O)Nc2ccc(-n3cnnn3)cc2)c2ccccc2c1=O	0	6	-18	0.3	11	·	-5	·	-2.5	-0.1
COc1ccc(S(=O)(=O)N2CCCCCC2)cc1C(=O)N1CCCC(C(F)(F)F)C1 (configuration not stated)	-1	3	1	-1.0	0	?	9	·	-2.5	·
COc1cccc(NC(=O)CCN2CCOCC2)c1	-1	-6	3	0.5	-5	?	-8	-13	-0.1	-0.9
COc1ccccc1NC(=O)Cn1cnc2sc(C)c(S(=O)(=O)N3CCCCC3)c2c1=O	0	-7	4	1.9	-2	-7	-14	-8	-1.6	·
COc1ccc(CCNC(=O)C(=O)NCC2CCCN2S(=O)(=O)c2cccs2)cc1 (configuration not stated)	4	6	5	-0.7	5	7	9	·	-2.1	-1.9
O=C(NCc1cccc(F)c1)c1cccc(OC2CCN(C(=O)C3CC3)CC2)c1	-3	-1	·	0.8	1	-2	3	7	-3.0	2.9
COC(=O)Cn1c(=O)c(C)nc2ccccc21	7	5	0	-5.2	10	-1	-7	19	1.2	-1.4
CC1(C(=O)NS(=O)(=O)c2ccc(Cl)cc2)CCN1C(=O)c1ccccc1CCc1ccccc1 (configuration not stated)	3	12	·	·	·	-3	0	·	-1.3	-0.8
CCOc1ccc(N(CC(=O)Nc2ccccc2OC)S(C)(=O)=O)cc1	-5	2	-5	-0.3	-4	?	8	-7	-1.4	-0.6
COc1ccc(OCc2cc(C(=O)N3CCCC3)no2)c2ccccc12	-2	3	-9	0.5	-14	-10	19	14	-0.6	-0.3
C=CCNC(=O)c1cc(-c2ccc(Br)cc2)on1	1	-3	-82	0.6	-10	0	13	-4	0.0	·

Given field by field: part of the list above.
mol: Cc1cccc(C)c1OCc1cc(C(=O)N2CCC(C3CCCCC3)C2)no1 (configuration not stated)
  FBA Mtb inh = 1
  GDH-TPI counter = -8
  Rv3671c protease = -3
  UGM FP inh = 0.3
  MazEF act = -10
  BoNT-F LC inh = 0
  CCHFV vOTU inh = 8
  VHR inh abs = 22
  FadD28 binding = 1.1
  BioA inh = -2.0

mol: Nc1nc(Cl)c(C=O)c(N2CCCCC2)n1
  FBA Mtb inh = -2
  GDH-TPI counter = 12
  Rv3671c protease = -4
  UGM FP inh = -1.0
  MazEF act = 3
  BoNT-F LC inh = 3
  CCHFV vOTU inh = -10
  VHR inh abs = 17
  FadD28 binding = 0.2
  BioA inh = 0.3

mol: Cc1ccc(NC(=O)CNc2cccc(Br)c2)cc1S(=O)(=O)N1CCOCC1
  FBA Mtb inh = -1
  GDH-TPI counter = 4
  Rv3671c protease = -5
  UGM FP inh = -0.1
  MazEF act = -5
  BoNT-F LC inh = -2
  CCHFV vOTU inh = 0
  VHR inh abs = ·
  FadD28 binding = 0.1
  BioA inh = 0.5

mol: CCOC1=C2[C@@H](CN(S(=O)(=O)c3ccc(C)cc3)[C@H]2c2ccccc2F)[C@H]2C(=O)NC(=O)[C@H]2C1
  FBA Mtb inh = -1
  GDH-TPI counter = ·
  Rv3671c protease = ·
  UGM FP inh = ·
  MazEF act = ·
  BoNT-F LC inh = -10
  CCHFV vOTU inh = 1
  VHR inh abs = ·
  FadD28 binding = -2.6
  BioA inh = -0.8

Complete entries from above. Order of screens: FBA Mtb inh	GDH-TPI counter	Rv3671c protease	UGM FP inh	MazEF act	BoNT-F LC inh	CCHFV vOTU inh	VHR inh abs	FadD28 binding	BioA inh
CC(C)Cc1cc(C(=O)N2CCCC(C(=O)c3cc(F)ccc3F)C2)no1 (configuration not stated) across the screens: 1	8	-7	-0.5	3	5	12	-4	-3.1	0.7
CC1(C)CC(N=c2cc(-c3ccccc3)oc3ccc(Cl)cc23)CC(C)(C)N1 across the screens: 1	15	·	·	-6	1	8	-7	-1.5	·

Some entries already given, limited to BioA inh, MazEF act and Rv3671c protease:
| mol | BioA inh | MazEF act | Rv3671c protease |
| --- | --- | --- | --- |
| CC1(C(=O)NS(=O)(=O)c2ccc(Cl)cc2)CCN1C(=O)c1ccccc1CCc1ccccc1 (configuration not stated) | -0.8 | · | · |
| CN1CCNC(=O)C1CC(=O)NCCC1=CCCCC1 (configuration not stated) | · | 3 | 1 |
